NPY Y1 blocker: antagonists of human neuropeptide Y receptor Y1 | P25929 | HEK293-CNG Y1 cells, membrane potential fluorescence; NPY at EC95, then isoproterenol | inhibition, % at 3.6 µM | 200,000 compounds, 1% hits | AID 1040;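 active means inhibition above the campaign mean inhibition of all tested compounds plus 3 SD, cut at about 20% in these data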;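 further: 0% = DMSO wells given NPY plus isoproterenol and 100% = isoproterenol alone without NPY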
Target sequence (P25929 whole entry, looked up): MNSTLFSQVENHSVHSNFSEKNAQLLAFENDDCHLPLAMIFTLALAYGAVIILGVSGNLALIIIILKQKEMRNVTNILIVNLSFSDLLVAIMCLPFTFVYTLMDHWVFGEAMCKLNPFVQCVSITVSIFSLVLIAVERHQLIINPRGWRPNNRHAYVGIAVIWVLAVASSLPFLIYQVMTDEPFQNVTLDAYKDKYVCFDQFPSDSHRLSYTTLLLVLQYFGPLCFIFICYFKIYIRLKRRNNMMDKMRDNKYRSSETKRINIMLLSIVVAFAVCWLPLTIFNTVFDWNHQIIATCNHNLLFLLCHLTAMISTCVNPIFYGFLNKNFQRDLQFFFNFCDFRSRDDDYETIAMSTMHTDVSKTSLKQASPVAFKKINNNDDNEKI
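Benchmarks – high control isoproterenol alone, low control NPY with isoproterenol · Material – HEK293 Y1/CNG channel cell line · Times – dye 3 h, compound 60 min room temperature, stimulation 45 min · Probe or stimulus – NPY (25 nM), isoproterenol (1 µM), Ro 20-1724 (25 µM) · Evaluation – % inhibition of NPY effect · Signal – fluorescence, membrane potential probe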
S1P4 antag: antagonists of human S1P4 receptor; S1P4-expressing cells, antagonist mode, reporter read-out; inhibition, % at 4.98 µM; 220,000 compounds, 0.26% hits; AID 1510; in the data active means inhibition above about 29%;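 further: 0% = wells stimulated with agonist and 100% = vehicle wells without agonist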
EP2 mod: modulates human prostaglandin E2 receptor EP2 signaling; P43116; AID 940; induction, % at 25 µM; EP2-expressing cells, cAMP HTRF FRET, PGE2 co-stimulation; 260,000 compounds, 0.83% hits;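 active means compounds whose cAMP rise, as percent of the full-agonist control response, exceeds 60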;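 further: rat C6 glioma line stably carrying human EP2 under a CMV promoter; the protocol text gives 20 µM as final concentration; 100% = response of wells given 1 µM PGE2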
Target sequence (P43116 whole entry, looked up): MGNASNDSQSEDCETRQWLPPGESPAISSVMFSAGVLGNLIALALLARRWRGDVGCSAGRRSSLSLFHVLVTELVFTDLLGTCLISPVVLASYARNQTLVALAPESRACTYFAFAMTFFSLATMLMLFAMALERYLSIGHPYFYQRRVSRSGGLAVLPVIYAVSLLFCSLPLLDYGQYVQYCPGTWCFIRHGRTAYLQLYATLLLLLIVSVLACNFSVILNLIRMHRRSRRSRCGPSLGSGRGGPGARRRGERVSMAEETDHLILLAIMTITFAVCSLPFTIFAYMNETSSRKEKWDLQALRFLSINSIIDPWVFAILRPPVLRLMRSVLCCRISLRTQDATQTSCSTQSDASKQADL
zfTRPN1 agonist: zebrafish TRPN1 (NompC) channel agonism | HEK293 zebrafish TRPN1-YFP, Fluo-8 calcium fluorescence; 100% = response to 87 µM carbachol | activation, % at 3 µM | 220,000 compounds, 0.18% hits | AID 1424;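 active means activation above its plate's cutoff, the mean activation of test wells on that plate plus 3 SD, cut at about 19% in these data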;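 further: 0% = DMSO alone and 100% = 87 µM carbachol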
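Control set: carbachol 87 µM as high control, DMSO as low control; system: HEK293 stable line with zebrafish TRPN1-YFP; read-out: % activation versus carbachol response; detection: intracellular calcium fluorescence with Fluo-8; doses: single test compound dose, 3 µM nominal, 0.3% DMSO; schedule: dye 1 h 37 °C plus 30 min RT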
TRPML3 agonist: agonists of human TRPML3 channel. Q8TDD5. activation, % at 3 µM. HEK293 TRPML3-YFP, Fluo-8 calcium fluorescence; 100% = the carbachol control signal. AID 1448. 220,000 compounds, 0.29% hits;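 active means activation above its plate's cutoff, the mean activation of the plate's test wells plus 3 SD, cut at about 12% in these data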;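 further: 0% = DMSO only wells and 100% = carbachol wells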
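Test system – HEK293 line with stable expression of human TRPML3-YFP channel · Control set – carbachol 87 µM final as high control (100%), DMSO as low control (0%) · Signal – Fluo-8 calcium dye fluorescence, ex 470-495, em 515-575 nm · Incubation – 1-h 37 °C dye load, 5-s basal, 120-s post-compound reads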
NPY-Y1 PAM-ag: potentiates or activates human NPY-Y1 receptor; NPY-Y1 expressing cells, potentiator/agonist activation; activation, % at 3.6 µM; 220,000 compounds, 0.37% hits; in the data active means activation above about 33%, passing the limit was not always enough;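 further: cells stimulated with NPY at EC10 then isoproterenol at EC100; 0% = low agonist plus stimulus and 100% = saturating agonist plus stimulus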
CHOP inh: CHOP inhibition in unfolded protein response. CHO-K1 CHOP-promoter luciferase, tunicamycin-induced, 15-18 h. inhibition, % at 10 µM. 220,000 compounds, 3.8% hits. AID 2732;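 active means compounds that reduced the stress-induced luciferase reporter signal by more than about 70% of percent inhibition, limit read from the data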;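 further: 0% = tunicamycin plus vehicle and 100% = wells without tunicamycin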
NPY-Y2 PAM-ag: potentiates or activates human NPY-Y2 receptor. AID 1359. P49146. 220,000 compounds, 0.45% hits. activation, % at 3.6 µM. cells expressing NPY-Y2, potentiator/agonist read-out; in the data active means activation above about 27%;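 further: cells stimulated with NPY near EC25 plus isoproterenol at EC100; 0% = vehicle plus submaximal agonist and 100% = vehicle plus saturating agonist; some results beyond the cut were filed as inactive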
S1P4 ag: activates the human S1P4 receptor; S1P4-expressing cell line, agonist reporter assay; activation, % at 4.98 µM; 220,000 compounds, 0.35% hits; in the data active means activation above about 11%;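 further: 0% = DMSO vehicle and 100% = reference agonist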
Active calls of the source: *; . = not tested or not shown; & = joins results of further samples. Not a hit list. About 6.5% of those tested had a hit in this group.

SMILES	NPY Y1 blocker	S1P4 antag	EP2 mod	zfTRPN1 agonist	TRPML3 agonist	NPY-Y1 PAM-ag	CHOP inh	NPY-Y2 PAM-ag	S1P4 ag
CC(C)CCNC(=O)COc1ccc2c(c1)C(=O)CC(C)(C)O2	11	-2	-6	1.2	-0.1	1	-17	-14	-0.8
CC(C(=O)Nc1ccccc1C(=O)N1CCOCC1)N(c1ccc(Cl)cc1)S(C)(=O)=O (stereo not drawn)	0	-16	11	-0.9	0.4	-8	5	2	0.7
CC(C)(C)C(=O)[C@H]1[C@H](c2ccccc2)[C@@]2(N=C(c3ccccc3)OC2=O)C2c3ccccc3C=NN21 (stereo partly drawn)	10	-7	0	-3.3	-1.0	20	-8	-18	1.7
C=CCOc1ccc(Br)cc1CNC(C)(C)C	1	12	0	-2.2	0.5	24	5	14	1.0
Cc1cc(F)c(F)c(C(=O)N2CCCCC2C)c1Cl (stereo not drawn)	6	-6	17	-0.9	0.4	12	19	1	2.6
COc1ccccc1N1C(=O)CCC1(C#N)c1ccccc1 (stereo not drawn)	1	-18	13	1.3	2.4	-11	14	-19	0.6
Cn1c(=O)oc2cc(S(=O)(=O)NCc3ccccc3)ccc21	-4	0	-8	1.6	1.1	-20	24	-8	-2.9
CCN(CC)CCN(Cc1cc2cc3c(cc2[nH]c1=O)OCO3)C(=S)NCc1ccco1	6	-8	-12	-0.3	0.4	-6	28	-12	1.6
CCCCCCCNC(=O)C1CC(=O)N(C)C(=Nc2ccc(OC)cc2)S1 (stereo not drawn)	-5	-18	-59	-2.9	0.0	22	53	3	0.5
CN1CCN(c2ccc(S(=O)(=O)N3CCCCC3)cc2NC(=O)c2ccc(F)cc2F)CC1	5	2	-17	2.6	5.0	-13	4	-9	0.8
CCN1CCN(C(=O)c2cn(CC)c3ccc(S(=O)(=O)N(C)C)cc3c2=O)CC1	-4	2	23	1.1	1.0	3	-3	1	3.6
COc1ccc(-c2oc3ncnc(NCCN4CCOCC4)c3c2-c2ccc(OC)cc2)cc1	2	3	.	0.7	-0.4	-17	.	-4	1.0
O=C(CN1CCN(c2ccccc2F)CC1)c1c[nH]c2ccccc12	-1	-12	-24	0.8	1.1	-4	30	7	1.4
COc1ccc(NC(=O)c2ccc(S(=O)(=O)N(C)C)cc2)cc1OC	1	3	10	2.5	0.4	6	17	-5	0.7
Clc1ccc(CN2C3=NCCN3c3ccccc32)cc1	15	-6	-8	0.8	-0.2	-13	71*	-51	3.2
Cc1ccc(C)c(NC(NC(=O)c2cccnc2)C(Cl)(Cl)Cl)c1 (stereo not drawn)	0	-14	17	0.7	-0.1	22	38	6	0.7
Cc1cc(C)c(NC(=S)N(CCN2CCCCC2)Cc2ccco2)c(C)c1	3	-1	20	0.0	1.1	0	-4	10	-0.9
COc1ccc(NS(=O)(=O)c2cc(NC(=O)/C=C/c3cc(OC)ccc3OC)ccc2N2CCCCC2)cc1	6	-4	-2	1.9	0.6	3	11	-1	0.5
COC(=O)c1ccc(NC(=O)C2CCCN(S(C)(=O)=O)C2)cc1 (stereo not drawn)	-1	1	-2	0.3	1.2	10	14	-1	1.2
Cc1cccc(C)c1OCCNC(=O)OCc1ccccc1	15	-11	17	-1.5	-1.0	-13	17	-26	-0.2
CCCc1ncc(C(=O)c2ccc(OC)cc2)n1C	2	-3	-38	1.0	0.7	-1	-25	11	-0.5
O=c1[nH]nc(Cc2ccc(-c3ccccc3Cl)o2)c2ccccc12	2	-22	41	-0.4	0.0	-5	59	-24	-2.9
CCc1ccc(OCC(=O)NNC(=O)c2nn(CC)c(=O)c3ccccc23)cc1	8	-5	25	-1.8	-0.3	1	2	-2	-0.4
C=CCSc1nc(N)c(C(=O)Nc2ccccc2OC)cc1C(=O)Nc1ccccc1	18	-8	2	-0.8	0.8	-5	10	-19	-3.4
O=C(COC(=O)CNC(=O)c1ccc2c(c1)OCO2)Nc1ncc(Cl)cc1Cl	-1	-8	17	-0.6	0.1	-31	-12	-13	-3.4
The listing continues:
SMILES	NPY Y1 blocker	S1P4 antag	EP2 mod	zfTRPN1 agonist	TRPML3 agonist	NPY-Y1 PAM-ag	CHOP inh	NPY-Y2 PAM-ag	S1P4 ag
O=C(NCc1ccccn1)C1CCN(S(=O)(=O)c2cc(Cl)ccc2Cl)CC1	-1	-1	-33	0.2	1.5	5	0	14	-0.2
N#Cc1ccccc1NC(=O)CNc1ccc(Cl)c(C(F)(F)F)c1	-2	2	-8	-0.4	-0.2	15	10	1	0.4
CCOC(=O)CSc1nc(N)c(C#N)c(-c2cccs2)c1C#N	4	-14	-23	3.4	1.3	0	-7	-5	1.4
Cc1ccsc1-c1nc(C(N)=O)c2[nH]c(=O)n(-c3ccc(Cl)cc3)c2n1	-1	-12	8	0.1	0.5	2	4	9	0.0
C=CCN1C(=O)C(CC(=O)Nc2ccc(OCC)cc2)N(Cc2ccccn2)C1=S (stereo not drawn)	1	-19	-35	0.4	0.4	15	28	10	-1.6
O=C(NCC1CCCO1)C1CCC(=O)N1Cc1ccc(F)cc1 (stereo not drawn)	-2	-11	11	1.8	0.8	-13	10	2	0.0
CC1=CC(C)(C)N2C(=O)C3(NCCc4c3[nH]c3ccccc43)c3cc(C)cc1c32 (stereo not drawn)	.	9	-16	-3.2	-1.0	32	-16	32	0.9
CCOc1cccc(CN2CCCC(C(=O)c3cccc(C(F)(F)F)c3)C2)c1O (stereo not drawn)	2	-10	1	-0.1	0.6	1	46	-1	1.8
O=C(/C=C/c1ccc(Br)cc1)NC(=O)c1ccccc1O	4	-10	-22	1.8	1.3	-14	39	6	-2.5
Cc1cc(-n2c(SCc3ccccc3F)nc3n[nH]c(C)c3c2=N)ccc1Cl	-2	-2	15	0.0	0.8	11	63	-6	-1.6
CCN(CC)S(=O)(=O)c1ccc(C)c(NS(=O)(=O)c2cc(/C=C/C(=O)O)cc(OC)c2OC)c1	0	0	29	0.7	3.0	-9	5	-15	0.0
CCOc1cc(/C=N/n2nnnc2N)ccc1OCc1c(C)no[n+]1[O-]	21*	13	12	1.5	0.5	0	16	-22	-1.8
O=C(Cn1ccc(C(F)(F)F)n1)N=Nc1c(O)[nH]c2ccc(Br)cc12	1	-6	-50	-0.2	0.1	7	-14	0	-2.6
O=S(=O)(NCc1cccnc1)c1cccc2nsnc12	3	-5	25	1.2	0.3	12	2	20	-0.4
CCOc1ccccc1C(=O)NCc1ccco1	-2	-10	26	0.2	0.0	9	12	7	0.1
CCOC(=O)c1c(C)c(C(=O)NCC2CCCO2)c(C)n1C (stereo not drawn)	2	-17	10	-0.5	-0.2	1	24	-13	1.6
O=C(Nc1cccc(NC(=O)c2sc3ccccc3c2Cl)c1)c1ccco1	5	-39	-18	-0.4	0.7	-32	29	-21	1.9
COc1ccccc1N1C(=O)C2ON(c3ccccc3)C(c3ccc(N(C)C)cc3)C2C1=O (stereo not drawn)	0	6	27	1.1	-0.5	18	12	-3	-0.1
O=C1NCCC/C1=N/Nc1ccc(F)cc1	-1	6	-13	2.0	0.5	21	-4	8	-0.2
CC(C)(C)CC(C)(C)NC1=CC(=O)OC12CCCCC2	4	-2	-8	0.1	0.0	15	-8	0	0.8
O=C(c1ccccc1)N(Cc1ccco1)C1CCS(=O)(=O)C1 (stereo not drawn)	-1	0	1	0.3	0.8	0	13	3	-1.0
CCOc1ccc(S(=O)(=O)N2CCOCC2)cc1[N+](=O)[O-]	5	-16	1	-1.5	0.1	-7	40	0	1.3
CCCOc1ccccc1N/C(N)=N/c1nc(C)cc(C)n1	5	-10	-56	0.3	0.1	1	22	0	-0.2
COC(=O)Cc1c(C)nc2nc(Cc3ccccc3)[nH]n2c1=O	-2	6	-11	0.8	0.6	5	18	7	0.3
O=C(COc1ccccc1)Nc1ccccc1Cl	4	-8	-6	-0.7	-0.4	-10	-15	-14	1.3
(list continues)
SMILES	NPY Y1 blocker	S1P4 antag	EP2 mod	zfTRPN1 agonist	TRPML3 agonist	NPY-Y1 PAM-ag	CHOP inh	NPY-Y2 PAM-ag	S1P4 ag
Cc1ccc(-c2cc(-c3n[nH]c(=S)n3C)c3ccccc3n2)cc1	0	9	31	-3.4	-0.3	5	42	-12	-0.2
CCOC(=O)c1c(OCCO)nn(-c2ccccc2)c1N	1	-7	24	1.1	0.5	6	10	-8	1.1
O=S(=O)(NCc1ccc(F)cc1)c1cccc(S(=O)(=O)N2CCOCC2)c1	4	-3	-57&-26	-0.7	0.3	13	-33	8	2.1
COc1ccccc1NC(C#N)c1ccccc1OCc1ccccc1 (stereo not drawn)	-6	-17	41	-1.4	0.2	8	3	6	-0.4
O=C(NC1CCc2ccccc21)C1CCN(S(=O)(=O)c2ccc(Cl)cc2)CC1 (stereo not drawn)	-3	-14	-28	3.0	1.6	-17	18	3	-0.8
O=C(C1CCN(S(=O)(=O)c2ccc(Br)s2)CC1)N1CCc2ccccc21	0	-18	-32	-1.1	-0.3	-8	30	-22	-1.6
Cc1ccc(C(C2=C(O)CC(C)(C)CC2=O)C2C(=O)CC(C)(C)CC2=O)s1 (stereo not drawn)	-4	13	-8	1.5	0.0	-4	4	-5	-1.4
COCCN1C(=O)C(=O)/C(=C(/O)c2cccc(OC)c2)C1c1ccncc1 (stereo not drawn)	-1	-6	29	-0.2	0.7	-4	3	-5	-0.3
c1ccc(CCn2nnnc2C(c2cccnc2)N2CCN(c3nc4ccccc4s3)CC2)cc1 (stereo not drawn)	-7	-16	-5&-24	3.5	0.8	-12	35	10	2.2
CC(C(=O)O)N1C(=O)c2ccccc2C1=O (stereo not drawn)	3	-6	10	-0.1	0.7	13	13	-5	-2.9
Cn1c(SCC(=O)N/N=C/c2cccnc2)nnc1-c1ccccc1	.	0	34	2.2	1.9	16	-10	-9	2.0
Cc1ccc(OCC(O)CNS(=O)(=O)c2ccccc2C(=O)O)cc1 (stereo not drawn)	13	1	4	-0.7	0.1	-2	0	-16	-0.6
Cc1ccccc1CN1CCN(Cc2ccccc2C(F)(F)F)CC1	11	-24	33	-1.6	0.4	-15	62	-13	-3.7
CCOc1cc(/C=C2\NC(=S)N(c3c(C)n(C)n(-c4ccccc4)c3=O)C2=O)ccc1O	-8	-12	-2	-1.7	0.3	23	4	-4	-0.9
CCCCNC(=O)c1ccc(CNS(=O)(=O)c2ccc(Br)cc2)cc1	5	-6	0	-1.2	-0.2	-7	28	10	2.2
S=C(NCCc1ccncc1)Nc1cccc2ccccc12	3	-9	-26	-0.5	0.7	-7	8	-7	0.9

Source: PubChem (several laboratories)
